# Assay outcomes (PubChem)
# SUMO HTRF inh – SUMOylation inhibition | P63279 | 290,000 tested, 0.36% active | HTRF SUMOylation assay, SAE1/SAE2 + UBC9, in vitro | inhibition, % at 35 µM; in the data active means inhibition above about 50%, passing the limit was not always enough; further: strong numbers were not always called active
# Target sequence (P63279 whole entry, looked up): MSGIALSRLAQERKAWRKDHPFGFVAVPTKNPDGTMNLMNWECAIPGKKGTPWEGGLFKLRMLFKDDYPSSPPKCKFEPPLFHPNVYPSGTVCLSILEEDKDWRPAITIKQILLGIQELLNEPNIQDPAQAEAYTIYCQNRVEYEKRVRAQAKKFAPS
# IMP-1 inh – blocks Pseudomonas aeruginosa IMP-1 metallo-beta-lactamase. purified IMP-1, nitrocefin hydrolysis, epi-absorbance fluorescence. 290,000 tested, 0.45% active. inhibition, % at 5.6 µM. AID 1556;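 active means inhibition above the mean plus 3 SD of all compounds in the same screening run, cut at about 4.5% in these data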;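 further: 0% = IMP-1 with DMSO and 100% = DMSO wells lacking enzyme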
#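 assay system = purified recombinant IMP-1 metallo-beta-lactamase enzyme | schedule = 15 min preincubation plus 25 min reaction at 25 °C | signal = Epi-absorbance fluorescence, 480 nm excitation, 530 nm emission | read-out basis = percent inhibition from optical density relative to buffer-blank wells | controls = IMP-1 with DMSO as 0%, enzyme-free DMSO as 100%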
# p-CIP stab down – p/CIP protein destabilization; F442A p/CIP-EGFP cells, EGFP fluorescence, 16 h; 290,000 tested, 0.01% active; decrease of EGFP signal, % at 10 µM;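 active means EGFP signal decrease of at least 30% at 10 µM or well 3 SD below plate mean, unless failing retest; inactive means the rest, including hits failing retest or dose response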; further: some compounds called inactive have numbers as strong as hits; many of its hits are not listed in these tables
# IDE inh – inhibits human insulin-degrading enzyme in HEK cells; inhibition, % at 5.59 µM; FAbetaB cleavage, fluorescence polarization; 320,000 tested, 0.41% active; P14735;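 active means percent inhibition above the average of all tested compounds plus 3 SD, set per screening campaign, cut at about 16% in these data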;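 further: IDE supplied by intact live HEK cells; FP after avidin binding of uncleaved biotin substrate so inhibition keeps polarization high; 0% = DMSO wells and 100% = 60 µM reference IDE inhibitor Ii1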
# VIM-2 inhibitor – blocks Pseudomonas aeruginosa VIM-2 metallo-beta-lactamase | inhibition, % at 5.6 µM | purified VIM-2, nitrocefin hydrolysis, epi-absorbance fluorescence | 290,000 tested, 0.89% active | AID 1527;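 active means inhibition above the mean of all tested compounds plus 3 SD, cutoff set per screening run, cut at about 7.5% in these data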;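 further: red hydrolysis product quenches plate fluorescence so inhibitors raise well fluorescence; 0% = enzyme with DMSO and 100% = DMSO without enzyme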
# GalR3 antagonist – human GalR3 antagonism; O60755; HEK293 GalR3-CNG cAMP membrane potential fluorescence; galR3 body fused to GalR1 C-terminus; inhibition, % at 3 µM; 360,000 tested, 0.44% active; AID 651719;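 active means inhibition above the screen-wide average plus 3 SD, cut at about 13% in these data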;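 further: forskolin and galanin both at EC90 stimulate the cells; cAMP rise reported by CNG channel membrane potential dye signal; 0% = forskolin plus galanin with DMSO and 100% = forskolin alone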
# Target sequence (O60755 1-299 limits assumed): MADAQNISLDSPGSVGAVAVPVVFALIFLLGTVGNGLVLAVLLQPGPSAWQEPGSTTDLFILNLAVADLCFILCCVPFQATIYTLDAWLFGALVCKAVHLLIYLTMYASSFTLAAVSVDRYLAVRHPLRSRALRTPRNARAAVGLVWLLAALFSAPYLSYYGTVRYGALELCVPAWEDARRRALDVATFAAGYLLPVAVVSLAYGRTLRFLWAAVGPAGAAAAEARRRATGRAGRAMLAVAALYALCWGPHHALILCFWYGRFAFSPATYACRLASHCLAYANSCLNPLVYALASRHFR
# IDE cell activ – boosts human insulin-degrading enzyme activity in HEK cells; P14735; FAbeta-B cleavage, fluorescence polarization; 0% vehicle, 100% cell-free pure enzyme wells; activation, % at 5.96 µM; 340,000 tested, 0.073% active;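 active means activation above the mean of all tested compounds plus 3 SD, set per screening campaign, cut at about 17% in these data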
# CRFR2-BP antag – antagonists of CRF-binding protein/CRF-R2 receptor complex. inhibition, % at 11.8 µM. HEK293 CRF-R2/CRF-BP, CRF-induced calcium fluorescence. 350,000 tested, 0.59% active. AID 588475;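 active means inhibition of the ligand-induced calcium signal above about 50% at the single tested concentration, limit read from the data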
# HCV NS3 hel inh – inhibitors of Hepatitis C virus NS3 helicase; NS3 helicase DNA unwinding, Cy5 molecular beacon fluorescence; inhibition, % at 10.9 µM; 290,000 tested, 0.56% active; AID 1800;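 active means inhibition above the mean of all tested compounds plus 3 SD, set per campaign, cut at about 35% in these data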;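 further: 0% = DMSO wells and 100% = thioflavine S control wells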
#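 Control set: DMSO versus 110 µM thioflavine S; Material: NS3 helicase fragment of HCV; Measured by: Cy5 fluorescence at 0 and 60 min, beacon hairpin quenching; Read-out basis: percent inhibition from t60/t0 fluorescence ratio; Times: reaction time 60 min, 25 °C; Repeats: single replicate; Compound dosing: single dose, 10.9 µM nominal final, DMSO 0.8% final.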
# An asterisk follows results filed as active; / = not tested or not shown.
SMILES,SUMO HTRF inh,IMP-1 inh,p-CIP stab down,IDE inh,VIM-2 inhibitor,GalR3 antagonist,IDE cell activ,CRFR2-BP antag,HCV NS3 hel inh
Cc1ccc(-c2nnc(Nc3cccc(O)c3)c3ccccc23)cc1S(=O)(=O)NCCO,4,-3.0,1,/,-0.1,-5,2,6,-1
O=c1[nH]c(NCCO)nc2c1C1(CCCCC1)Cc1ccccc1-2,14,-1.8,2,6,-1.1,-3,1,-18,-17
COc1ccc(-c2cc(C(=O)N3CCCC(C(F)(F)F)C3)c3ccccc3n2)cc1 (stereo not drawn),/,/,/,-1,/,-3,7,-1,/
Cc1nc(-c2cccs2)sc1C(=O)NN,-1,-4.9,8,-2,-3.8,-5,1,9,-13
COc1cc(C2C3=C(CC(C)(C)CC3=O)OC(N)=C2[N+](=O)[O-])ccc1O (stereo not drawn),8,-3.1,-10,0,-3.4,-4,-1,-5,-1
COc1ccc(-c2nc3c(n2O)CCc2c-3no[n+]2[O-])cc1,17,-3.1,-3,-1,-3.5,5,-2,18,1
Cc1cccc(N2CCN(C(=O)C(NS(=O)(=O)c3cccs3)c3ccccc3)CC2)c1C (stereo not drawn),-11,-3.6,-6,1,-4.9,-5,1,-35,-1
COC(=O)N1[C@H](C)C=C[C@]1(Cc1ccccc1)C(=O)NCCCNc1ncc(C(F)(F)F)cc1Cl,/,/,/,1,/,-3,3,-15,/
COc1cc(Br)cc2cc(C(=O)N3CCCCC3C)c(=O)oc12 (stereo not drawn),8,-2.3,0,0,-0.8,-3,-6,-42,4
COc1ccccc1N1CCN(C(=O)c2cccc(C(=O)N3CCN(c4ccccc4OC)CC3)c2)CC1,7,-4.0,-17,6,-3.2,-7,2,-15,12
Nc1cccc(-c2nc3ccccc3[nH]2)c1,10,-3.2,5,2,-3.7,-1,-4,-6,5
CC1=C(Sc2nc3ccccc3[nH]2)C(=O)NC(C)(C)C1,14,-1.2,-49,0,-3.1,0,0,6,3
O=C(Cc1cccs1)Nc1ccccc1-c1nc2ccccc2[nH]1,12,-2.3,-5,-1,-1.1,/,/,-6,-11
Cc1ccc(NC(=O)CCC(=O)OCC(=O)c2ccc(-c3ccccc3)cc2)cc1,55,-0.3,-3,4,-1.6,-6,-6,11,-3
COCCNC(=O)C(c1ccc(OC)cc1)N(CCOC)C(=O)CCC(=O)Nc1nccs1 (stereo not drawn),6,1.3,-20,4,-0.4,0,4,-4,-1
O=C(NNC(=O)c1ccc2c(=O)n3c(nc2c1)CCC3)c1cccc(Cl)c1,/,/,/,-2,/,-2,2,2,/
COc1ccc(-c2csc(Nc3cc(C)ccn3)n2)cc1C,9,-5.2,0,-1,-1.1,-9,2,3,-19
CCCN1CCN(CCCNC(=O)CCCn2nc(C)c3sc4ccccc4c3c2=O)CC1,-7,-1.3,8,4,4.6,-5,2,4,-1
COC(=O)c1ccc(Cn2cnc3c(cnn3-c3ccc(C)c(C)c3)c2=O)o1,-7,-1.5,-3,-2,-6.0,-9,-1,28,6
CCOCCCNC(=O)c1ccc(N2CCOCC2)c(NS(=O)(=O)c2ccc(OC)cc2)c1,5,1.1,4,10,1.5,-2,-1,-1,-1
NC(=O)c1c(NC(=O)c2ccc([N+](=O)[O-])o2)sc2c1CCCC2,6,-3.1,-22,2,-0.3,-5,5,12,8
Cc1ccc(Cl)cc1N1C(=O)CC(Sc2ncccn2)C1=O (stereo not drawn),6,-1.4,-8,2,-0.1,-2,-4,-5,0
C#CCOCCOCCOCCNc1nc(N2CCN(C(=O)[C@H](CCCN=C(N)N)n3cc(C(N)[C@@H](C)CC)nn3)CC2)nc(N2CCN(C(=O)[C@H](CCC(=O)O)n3cc([C@@H](N)CC(N)=O)nn3)CC2)n1 (stereo partly drawn),/,/,/,4,/,-2,3,-34,/
O=C(CSc1nc2ncccc2[nH]1)NC1CCCCC1,9,1.9,-9,-4,0.8,-7,-1,-2,8
COC(=O)c1sc(S(=O)(=O)NC(C)C(=O)O)c(C(=O)OC)c1C (stereo not drawn),11,-0.8,-3,-1,-0.4,-2,1,19,-17
COC(=O)c1ccc(-c2n[nH]c(=O)c3ccccc23)cc1,-1,-1.8,1,8,0.8,-2,-3,-10,-2
O=C(Nc1nnc(Cc2ccc(Cl)cc2)s1)c1cccs1,2,-3.2,-4,-1,-1.3,-4,6,5,11
Cc1cccc(C)c1OCC(=O)OCC(=O)Nc1ccc(Cl)cn1,/,/,/,2,/,-9,4,9,/
Cc1cc(SCC(=O)N(C)CC(=O)Nc2ccc(F)cc2)nc2ccccc12,-6,-4.1,8,7,-0.5,-11,1,-17,-11
O=C(CN(c1ccc2c(c1)OCCO2)S(=O)(=O)c1ccccc1)NCC1CCCO1 (stereo not drawn),5,-1.0,4,1,-2.3,-2,4,-3,4
CN(CC1CCCN(CCc2ccccc2F)C1)C(=O)c1ccoc1 (stereo not drawn),2,2.6,5,4,-1.4,1,7,4,12
CCN(C(=O)/C=C/c1ccccc1)C1CCCCC1,-1,-2.7,-1,1,-3.1,-9,4,5,-5
CCOC(=O)Cc1csc(NC(=O)COc2ccc(C)c(C)c2)n1,0,-4.9,5,0,-4.8,-3,1,26,-1
Cc1ccc2c(CSc3nncn3C)cc(=O)oc2c1C,22,-1.9,-17,-1,5.6,1,8,1,-1
O=C(Cn1nc(-c2cccc(Cl)c2)ccc1=O)Nc1cccnc1,-3,-1.7,0,3,-3.0,-5,2,-12,-8
CCOC(=O)N1c2ccccc2Sc2ccccc21,4,-2.1,-9,3,0.8,-6,1,16,4
CCOc1ccc(NS(=O)(=O)c2ccc(NC(=O)c3cccnc3)c(OC)c2)cc1,2,-2.7,22,-2,1.5,-1,2,-22,-5
CCCNC(=O)C(=O)N/N=C/c1ccc(OCc2ccccc2)cc1,8,1.4,-1,2,-3.0,-5,4,-14,0
COc1ccccc1NC(=S)NCCc1c[nH]c2ccccc12,-3,-0.6,-12,1,-2.8,3,1,-14,-5
O=C(Nc1ccc(Cc2ccncc2)cc1)c1cccc([N+](=O)[O-])c1,11,-3.3,-8,2,-2.5,-1,0,6,-1
CCCn1c2ccccc2c2nnc(SCC(=O)Nc3nnc(CC(=O)OCC)s3)nc21,10,0.1,8,0,-1.4,-3,5,7,2
Cc1cccc(COc2ccccc2C(=O)N(C)CC(=O)Nc2cccc(F)c2)c1,/,/,/,2,/,-5,5,4,/
Cc1ccc(S(=O)(=O)CC(=O)c2ccc(C(C)(C)C)cc2)cc1,-24,-2.6,3,1,-2.7,-3,0,-21,5
CCOC(=O)c1c(C)[nH]c(C(=O)COC(=O)c2cnccn2)c1C,/,/,/,-4,/,1,4,-1,/
O=C(NC1CCCCC1)C(c1ccncc1)N(C(=O)c1csnn1)c1ccccc1F (stereo not drawn),15,-3.0,-2,-5,-4.1,-9,0,-5,2
COc1ccc(F)cc1Cn1nc(C(=O)O)c2ccccc2c1=O,-7,-2.4,-7,0,0.2,8,1,-18,-7
CCOC(=O)C1=C(CN2CCC(C)CC2)NC(=O)NC1c1ccc(Cl)cc1 (stereo not drawn),1,-6.9,-4,3,-1.6,1,-4,-35,4
Cc1ccc(NC(=O)COc2ccccc2)c(NC(=O)c2ccco2)c1,-3,-2.0,-6,0,-2.7,0,3,0,-5
COc1ccc(C(=O)N2CCCC(Nc3ccc(F)cc3)C2)cc1F (stereo not drawn),3,-0.7,-1,3,-1.9,-3,6,4,0
Cc1noc(C)c1S(=O)(=O)N(C)C[C@H]1Oc2ccc(NC(=O)NC(C)C)cc2C(=O)N([C@H](C)CO)C[C@@H]1C,/,/,/,4,/,-4,4,-1,/
Cn1ncc2c(Nc3ccc([N+](=O)[O-])cc3)nc(Cl)nc21,13,-1.7,10,/,0.8,-5,3,-10,-6
O=C(NCc1ccccc1Cl)c1cc2c(s1)CS(=O)(=O)C2,24,-1.7,-10,0,-1.9,-5,1,15,3
CC(C)(C)NC(=O)COC(=O)c1snc(C(=O)NC2CCCCC2)c1N,12,-2.7,5,1,-1.8,101*,2,4,-3
COc1ccc(C(=O)CN2C(=O)c3ccccc3C2=O)c(OC)c1,0,-1.1,-12,-4,-1.9,-4,6,-7,-2
CCOc1ccccc1Nc1nc(-c2cccnc2)cs1,-26,-2.1,5,/,-1.1,-9,2,4,-3
Cc1noc(C)c1CC(=O)Nc1ccc2c(c1)OCO2,/,/,/,3,/,-3,7,4,/
Cc1ccc(NS(=O)(=O)c2ccc(C(=O)NCCCN3CCCC3=O)cc2)cc1,/,/,/,-5,/,0,3,-12,/
COc1ccc(C2(O)C(=O)Nc3ccc(C)cc32)cc1 (stereo not drawn),6,-1.2,-8,-1,-1.7,-8,5,-9,-3
COc1ccc(N=C2C(=O)Nc3c(C)cccc32)cc1,-1,-2.5,-1,-1,-1.9,2,2,94*,-11
c1ccc(-n2cnnc2SCc2nc3ccccc3s2)cc1,4,-3.4,-12,0,-2.5,-1,-1,-2,16

# Copied from the entries so far (four entries):
SMILES,SUMO HTRF inh,IMP-1 inh,p-CIP stab down,IDE inh,VIM-2 inhibitor,GalR3 antagonist,IDE cell activ,CRFR2-BP antag,HCV NS3 hel inh
O=C(NCc1ccccc1Cl)c1cc2c(s1)CS(=O)(=O)C2,24,-1.7,-10,0,-1.9,-5,1,15,3
CC(C)(C)NC(=O)COC(=O)c1snc(C(=O)NC2CCCCC2)c1N,12,-2.7,5,1,-1.8,101*,2,4,-3
COc1ccc(C(=O)CN2C(=O)c3ccccc3C2=O)c(OC)c1,0,-1.1,-12,-4,-1.9,-4,6,-7,-2
CCOc1ccccc1Nc1nc(-c2cccnc2)cs1,-26,-2.1,5,/,-1.1,-9,2,4,-3

# The listing continues.
SMILES,SUMO HTRF inh,IMP-1 inh,p-CIP stab down,IDE inh,VIM-2 inhibitor,GalR3 antagonist,IDE cell activ,CRFR2-BP antag,HCV NS3 hel inh
CC(=O)c1cccc(NC(=O)N2CCC(NC(=O)C3CCCCC3)CC2)c1,15,-3.0,-5,6,-3.1,-7,-3,6,5
COc1ccc(-c2nc(N)nc(N)n2)c(O)c1,/,/,/,-2,/,-8,6,-9,/
Cc1ccc(Nc2nc(N)nc(CSc3nc(C)cc(C)n3)n2)cc1,5,4.9*,-4,11,0.7,-5,-2,-5,17
N=C(N)SCc1cccc2ccccc12,-14,-0.4,-8,-1,0.3,-9,3,-27,-6
O=C(CCn1c(=O)[nH]c2ccsc2c1=O)N1CCc2ccccc2C1,12,0.3,-4,3,0.8,-2,6,-2,0
CCN1CCN(C(c2ccccc2OC)c2nnnn2C2CCCCC2)CC1 (stereo not drawn),-1,1.8,7,3,0.8,-4,6,-8,5
Cc1sc2nc(CSC(C)C(=O)Nc3cc(S(C)(=O)=O)ccc3Cl)[nH]c(=O)c2c1C (stereo not drawn),/,/,/,6,/,-1,-3,1,/
Cc1ccc(-c2cc(C(F)(F)F)c(C#N)c(=O)[nH]2)cc1,13,-3.2,-8,3,-3.9,0,2,32,31

# Hits appear at their usual frequency; 3.2% or so of the library scored in one or more.
